# Tau fluor cs: Counterscreen qHTS for Inhibitors of Tau Fibril Formation, Fluorescence Polarization. tau K18 P301L (four-repeat tau fragment) Alexa594 fluorescence, heparin fibrillization. Potency, µM (highest dose often 57.7 µM), without a hit: at the highest dose activity change, negative = decrease. hit rate 0.93% among 280,000. AID 1463, 2008; note: potency is the fitted concentration of half-maximal effect; % is set by controls: 0 for no effect and ±100 for the full control effect; nearly all actives have a fitted effect of over 55% in size
#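 Human K18 P301L tau (15 uM unlabeled plus 0.24 uM Alexa 594-labeled, final) in 100 mM sodium acetate pH 7 was mixed with compound and 20 uM heparin and incubated 6 hr at 37 C.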
# TexasRed fluor: Total Fluorescence Counterscreen for Inhibitors of the Interaction of Thyroid Hormone Receptor and Steroid Receptor Coregulator 2 | hit rate 0.29% among 280,000 | TRb/SRC2 Texas Red total fluorescence interference | Potency, µM (top dose mostly 106 µM), without a hit: at the highest dose fluorescence change, negative = quenching; active = well fitted curve in either direction with a large enough effect; inconclusive = small, poorly fitted or top-dose-only effect; note: potency is the fitted concentration of half-maximal effect; % is set by controls: 0 for no effect and ±100 for the full control effect
#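 Human TRβ ligand-binding domain (0.6 uM) and Texas Red SRC2 peptide (20 nM) in Tris buffer with 1 uM T3 and 5% DMSO were incubated with pinned compound for 5 hr at ambient temperature. Total fluorescence was computed as S + 2P (555/632 nm).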
# Epigenetic derep: Quantitative High-Throughput Screen for Regulators of Epigenetic Control | hit rate 0.2% among 280,000 | murine LDR cells, GFP reporter derepression, 30 h | Potency, µM (series often up to 53.9 µM), for the others: top-dose GFP activation, usual class: activators; note: potency is the fitted concentration of half-maximal effect; % of control where 0% means no effect; nearly all actives have a fitted effect of over 60% in size
#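 GFP-positive cell count by laser-scanning cytometry (objects 20–120 um) after 30 h, 37 C compound exposure of murine LDR cells; reporter is CMV-GFP integrated at a silenced locus, inducible by HDAC or DNMT inhibitors.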
# aGal spleen mod: qHTS Assay for Inhibitors and Activators of Human alpha-Galactosidase From Spleen Homogenate | Alpha-galactosidase A (Homo sapiens), P06280 | human spleen homogenate, 4MU-alpha-Gal fluorescence, 40 min | Potency, µM (top dose mostly 80 µM), inactives show top-dose activity change, negative = inhibition, hits mostly inhibitors | hit rate 0.008% among 240,000 | AID 2107, 2009;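 note: potency is the fitted concentration of half-maximal effect; 0% = enzyme with vehicle and -100% = no enzyme basal signal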
# Target sequence (P06280 32-429 limits assumed): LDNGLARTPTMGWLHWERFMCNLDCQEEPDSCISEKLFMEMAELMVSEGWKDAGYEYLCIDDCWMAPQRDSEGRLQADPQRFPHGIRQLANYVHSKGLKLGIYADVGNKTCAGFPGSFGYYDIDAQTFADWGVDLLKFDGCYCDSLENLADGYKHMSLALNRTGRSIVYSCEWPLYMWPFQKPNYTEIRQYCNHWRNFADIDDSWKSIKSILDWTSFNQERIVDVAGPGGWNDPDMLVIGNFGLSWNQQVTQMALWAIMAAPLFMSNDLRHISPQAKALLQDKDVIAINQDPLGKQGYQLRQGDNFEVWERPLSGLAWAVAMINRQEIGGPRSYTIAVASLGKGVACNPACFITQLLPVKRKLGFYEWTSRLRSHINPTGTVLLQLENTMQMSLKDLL
#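 Human spleen homogenate (1 ug) as enzyme source, 4-methylumbelliferyl-alpha-D-galactopyranoside 1 mM final, citrate/phosphate pH 5.0 with 0.01% Tween-20. Compounds 40 min at 37C, NaOH/glycine stop; fluorescence Ex 365/Em 440, Hill-fit AC50.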
# Tau fibril FP: qHTS for Inhibitors of Tau Fibril Formation, Fluorescence Polarization; K18 P301L tau heparin fibrillization, Alexa594 FP, 6 h; hit rate 0.39% among 280,000; Potency, µM (doses to about 57.7 µM), for inactives: at the highest dose activity, negative = inhibition, usual class: inhibitors; AID 1468, 2008; Microtubule-associated protein tau (Homo sapiens), P10636; note: potency is the fitted concentration of half-maximal effect; % is set by controls: 0 for no effect and ±100 for the full control effect; nearly all actives have a fitted effect of over 55% in size
#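 Steps: dispense K18 P301L tau (15 uM plus 0.24 uM Alexa 594 tracer, final) in pH 7 sodium acetate; add compound; add heparin (20 uM final); incubate 6 hr, 37 C; add ThT (30 uM final); after 1 hr ambient, read FP.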
# TRb-SRC2 inh: qHTS for Inhibitors of the Interaction of Thyroid Hormone Receptor and Steroid Receptor Coregulator 2. AID 1469, 2008. Potency, µM (series often up to 106 µM), inactives show top-dose activity change, negative = inhibition, hits mostly inhibitors. hit rate 0.065% among 280,000. TRbeta-SRC2 peptide binding, fluorescence polarization; receptor liganded with 1 µM T3. Thyroid hormone receptor beta (Homo sapiens), P10828;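 note: potency is the fitted concentration of half-maximal effect; plate controls were bound peptide for no effect and peptide without receptor for full effect; nearly all actives have a fitted effect of over 50% in size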
#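 Fluorescence polarization of 20 nM Texas Red SRC2 peptide with 0.6 uM human TRb ligand-binding domain, in Tris buffer with 1uM T3 and 5% DMSO. Incubated 5 hr ambient; normalized to unbound and bound controls.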
# CBFb-RUNX1 inh: qHTS Assay for Compounds Blocking the Interaction Between CBF-beta and RUNX1 for the Treatment of Acute Myeloid Leukemia | AlphaScreen CBFb-His/RUNX1-biotin binding, biochemical | Potency, µM (titrated, usually from 59.8 µM), for inactives: at the highest dose activity, negative = inhibition, actives largely listed as inhibitors | 230,000 tested, under 10 active | AID 1477, 2009; note: % of control where 0% means no effect
# Target sequence (Q01196 whole entry, looked up): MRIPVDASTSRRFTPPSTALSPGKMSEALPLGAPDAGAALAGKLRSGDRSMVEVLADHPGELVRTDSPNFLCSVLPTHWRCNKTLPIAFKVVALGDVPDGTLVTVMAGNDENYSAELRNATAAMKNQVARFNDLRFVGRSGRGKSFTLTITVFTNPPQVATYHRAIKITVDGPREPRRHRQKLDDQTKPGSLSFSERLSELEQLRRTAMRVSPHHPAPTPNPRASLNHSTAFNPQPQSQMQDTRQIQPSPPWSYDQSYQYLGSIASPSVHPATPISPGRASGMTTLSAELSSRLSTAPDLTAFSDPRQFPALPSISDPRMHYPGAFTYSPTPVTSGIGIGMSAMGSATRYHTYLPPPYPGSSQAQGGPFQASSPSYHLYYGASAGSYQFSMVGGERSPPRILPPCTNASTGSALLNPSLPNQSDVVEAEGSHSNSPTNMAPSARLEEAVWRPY
# Target sequence (Q13951 whole entry, looked up): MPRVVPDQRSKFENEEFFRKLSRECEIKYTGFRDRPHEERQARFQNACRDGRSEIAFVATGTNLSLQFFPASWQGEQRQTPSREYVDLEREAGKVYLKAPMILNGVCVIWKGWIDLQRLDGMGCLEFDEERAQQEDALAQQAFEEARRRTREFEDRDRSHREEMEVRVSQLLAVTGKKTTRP
#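 Inhibition was taken as any reduction in AlphaScreen signal from the CBF-beta–RUNX1 pair (His and biotin tags, 30 nM each), measured after compound (15 min) and bead (90 min) incubations at room temperature.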
# NPSR antag: qHTS Assay for Antagonists of the Neuropeptide S Receptor: cAMP Signal Transduction; Q6W5P4; CHO-NPSR cells, cAMP TR-FRET, antagonist mode; Potency, µM (titrated, usually from 38.3 µM), without a hit: top-dose activity change, negative = inhibition, usual class: inhibitors; hit rate 1% among 220,000; AID 1461, 2008; note: potency is the fitted concentration of half-maximal effect; % is set by controls: 0 for no effect and ±100 for the full control effect; nearly all actives have a fitted effect of over 50% in size; many of its hits are not listed in these tables
# Starred values were filed as active, the others as inactive; ? = inconclusive; · = not tested or not shown; & = joins results of further samples; [ ] = another dose, or the depositor's remark. Unless noted, calls come from the whole dose curve; as a rule, active = well fitted curve in the direction sought with a large enough effect; inconclusive = small, poorly fitted or top-dose-only effect, or another doubt; inactive = no such curve, though single readings can be large; an effect the other way counts as inactive or inconclusive. This is a subset; the hit share may differ from the screen's.
# Preview:
SMILES,Tau fluor cs,TexasRed fluor,Epigenetic derep,aGal spleen mod,Tau fibril FP,TRb-SRC2 inh,CBFb-RUNX1 inh,NPSR antag
COc1ccccc1CNc1ncnc2c1nnn2C,-5%,0%,5.3%,·,-12%,5%,·,·
COc1cccc(C(=O)Nc2nc3ccc(S(=O)(=O)N4CCCC4)cc3s2)c1,?,-1%,0.1%,·,?,6%,·,·
COc1ccc(-c2nc(N)n(C(=O)c3ccccc3Cl)n2)cc1,-7%,0%[53 µM],-1.3%,6%,-4%,0%[53 µM],-7%,-3%
CSCc1c(C(=O)Nc2ccc(N3CCOCC3)cc2)oc2ccccc12,?,-2%,-6.0%,7%,5%,-5%,-2%,-8%[46.1 µM]
CCc1c(O)nc(SCC(=O)Nc2ccccc2)n(C(C)CC)c1=O (stereo not given),-6%,-1%,-4.1%,7%,-1%,-12%,-2%,-11%[46.1 µM]
CSC1=N/C(=C\c2ccccc2F)C(=O)S1,-10%,0%,-5.7%,0%,-4%,-11%,1%,-3%[46.1 µM]
O=S(=O)(c1ccc(NC(=S)NCCc2ccccc2)cc1)N1CCOCC1,?,-1%,-0.6%,2%,?,11%,-5%,-8%
COc1ccc(CNC(=O)c2cc(-c3cccs3)on2)cc1,-7%,-1%,1.0%,7%,4%,4%,-7%,-15%[46.1 µM]
Cc1cc(C)nc(N/N=C/c2c[nH]c3ccccc23)n1,-15%,0%,-1.9%,-11%,17%,2%,-17%,-13%
O=C(CSc1ccccc1C(=O)O)NCc1ccco1,1%,-3%,0.0%,-4%,-4%,-3%,5%,1%[46.1 µM]
CS(=O)(=O)Nc1ccc(C2=NN(S(=O)(=O)c3ccc(F)cc3)C(c3ccco3)C2)cc1 (stereo not given),?,0%,-3.3%,0%,-5%,-5%,-5%,-37%
Cc1sc2c(c1C)C(=O)/C(=C\Nc1ccncc1)S(=O)(=O)N2C,6%,-5%,5.5%,9%,-4%,-5%,?,-1%[7.67 µM]
CCCn1c(-c2ccc(F)cc2)nc2c(NC3CC4CCC(C3)N4C)nc(C)nc21 (stereo not given),-10%,3%,2.3%,-2%,-2%,2%,22%,·

# This part in full, repeating the preview:
SMILES,Tau fluor cs,TexasRed fluor,Epigenetic derep,aGal spleen mod,Tau fibril FP,TRb-SRC2 inh,CBFb-RUNX1 inh,NPSR antag
COc1ccccc1CNc1ncnc2c1nnn2C,-5%,0%,5.3%,·,-12%,5%,·,·
COc1cccc(C(=O)Nc2nc3ccc(S(=O)(=O)N4CCCC4)cc3s2)c1,?,-1%,0.1%,·,?,6%,·,·
COc1ccc(-c2nc(N)n(C(=O)c3ccccc3Cl)n2)cc1,-7%,0%[53 µM],-1.3%,6%,-4%,0%[53 µM],-7%,-3%
CSCc1c(C(=O)Nc2ccc(N3CCOCC3)cc2)oc2ccccc12,?,-2%,-6.0%,7%,5%,-5%,-2%,-8%[46.1 µM]
CCc1c(O)nc(SCC(=O)Nc2ccccc2)n(C(C)CC)c1=O (stereo not given),-6%,-1%,-4.1%,7%,-1%,-12%,-2%,-11%[46.1 µM]
CSC1=N/C(=C\c2ccccc2F)C(=O)S1,-10%,0%,-5.7%,0%,-4%,-11%,1%,-3%[46.1 µM]
O=S(=O)(c1ccc(NC(=S)NCCc2ccccc2)cc1)N1CCOCC1,?,-1%,-0.6%,2%,?,11%,-5%,-8%
COc1ccc(CNC(=O)c2cc(-c3cccs3)on2)cc1,-7%,-1%,1.0%,7%,4%,4%,-7%,-15%[46.1 µM]
Cc1cc(C)nc(N/N=C/c2c[nH]c3ccccc23)n1,-15%,0%,-1.9%,-11%,17%,2%,-17%,-13%
O=C(CSc1ccccc1C(=O)O)NCc1ccco1,1%,-3%,0.0%,-4%,-4%,-3%,5%,1%[46.1 µM]
CS(=O)(=O)Nc1ccc(C2=NN(S(=O)(=O)c3ccc(F)cc3)C(c3ccco3)C2)cc1 (stereo not given),?,0%,-3.3%,0%,-5%,-5%,-5%,-37%
Cc1sc2c(c1C)C(=O)/C(=C\Nc1ccncc1)S(=O)(=O)N2C,6%,-5%,5.5%,9%,-4%,-5%,?,-1%[7.67 µM]
CCCn1c(-c2ccc(F)cc2)nc2c(NC3CC4CCC(C3)N4C)nc(C)nc21 (stereo not given),-10%,3%,2.3%,-2%,-2%,2%,22%,·
N#CCC(=O)Nc1ccc(C(=O)NCC(c2ccco2)N2CCCCC2)cc1 (stereo not given),?,3%,7.4%,-2%,-3%,9%,-2%,9%
COc1ccc(Br)c(/C=N/NC(=O)COc2ccc(-c3ccccc3)cc2)c1,-8%,0%,-3.0%,2%,7%,-4%,-6%,-13%[46.1 µM]
COC(=O)N/N=C/c1cc(C)n(-c2ccccc2)c1C,-9%,1%,1.9%,-1%,5%,-4%,6%,11%
COc1ccc(N2CCN(C3(c4ccccc4)C(=O)c4ccccc4C3=O)CC2)cc1,?,-1%,2.0%,·,18%,-3%,·,·
Cc1ccc(C)n1-c1nc(=S)[nH][nH]1,-1%,-2%,1.4%,0%,0%,-3%,0%,-5%[46.1 µM]
Cc1ccccc1C(=O)Nc1cccc(OCc2cc(=O)n3c4c(sc3n2)CCCC4)c1,-27%,-2%,-0.1%,·,-1%,-7%,·,·
COc1cc(O)c2c(=O)cc(-c3ccccc3)oc2c1,-16%&-12%,-1%&-1%,-0.8%&-1.5%,11%&-3%,-13%&-8%,4%&-6%,18%[21.7 µM],8%
COc1ccc(C(=O)N/N=C/c2ccc(SC)cc2)cc1,-3%,0%,9.3%,3%,-7%,-2%,14%,-9%
COCCN(CCOC)c1nc(C)nc2c1nc(-c1ccccc1)n2CC1CCN(C)CC1,-4%,-2%,-0.2%,6%,6%,0%,5%,·
CCN1CCN(C(c2ccccc2)c2c(O)cc(C)n(CCOC)c2=O)CC1 (stereo not given),-4%,2%,1.8%,·,?,-2%,·,·
COc1ccccc1OCCCn1c(C)c(C#N)c2ccccc21,-30%,-2%,3.0%,6%,-9%,-5%,24%,?
CCN(Cc1nc(-c2ccc(OC)cc2)oc1C)S(=O)(=O)c1ccc(Cl)cc1,-15%,1%,-0.8%,·,3%,1%,·,·
Cc1nc(C)n(CC(O)COc2ccc3cc(Br)ccc3c2)n1 (stereo not given),-11%,2%,0.0%,1%,1%,1%,4%,-17%[46.1 µM]
C=C(Br)CN1CCN(CC(=C)Br)CC1,-2%,1%,0.0%,-1%,0%,-5%,6%,-8%[46.1 µM]
C=CCn1c(SCC(=O)c2ccc(CNC(C)=O)o2)nc2scc(C3CC3)c2c1=O,-26%,-7%,1.0%,-10%,-6%,2%,-24%,-14%[46.1 µM]
Nc1cccc2c(=O)[nH][nH]c(=O)c12,·,-1%,·,5%,·,7%,3%[21.7 µM],·
OCCN(CCO)c1nc2ccccc2[nH]1,-7%,-1%,-1.8%,9%,-3%,2%,5%,-16%
Cc1nccc(-c2cc(-c3ccc(Cl)cc3Cl)no2)n1,-21%,-2%,0.5%,0%,0%,-4%,6%,-21%
CCN(CC)C(=O)c1csc(Nc2ccc(C)cc2)n1,-19%,0%,2.8%,-2%,4%,12%,4%,-3%[46.1 µM]
Cc1ccc(NC(=O)CN2CCCCC2)c2c1CC(C)(C)O2,15%,0%,-1.2%,-2%,-1%,-8%,2%,37%
Cc1ccc2nc(Nc3cccc(Cl)c3C)c(-n3nc(C)cc3C)nc2c1,-16%,0%,-1.1%,·,1%,2%,·,·
Cc1ccccc1Nc1c2c(nc3nncn13)CCC2,-1%,1%,-3.4%,·,-7%,4%,·,·
Cc1cc(C)c2c(=O)cc(C(F)(F)F)oc2n1,-3%,1%,1.1%,15%,-4%,4%,20%,13%
CCC(C)(C)c1ccc(OCCCC[n+]2ccccc2)c(C(C)(C)CC)c1,-6%,1%,3.6%,6%,-6%,-2%,3%,?
O=C(CO/N=C/c1ccccc1)N1c2ccccc2Oc2ccccc21,-16%,1%,-1.1%,2%,4%,-12%,20%,-24%[46.1 µM]
COc1cc(/C=N/NC(=O)c2ccc(Cl)cc2)ccc1OCC(=O)N1CC(C)OC(C)C1 (stereo not given),-9%,-4%,1.1%,0%,-8%,1%,7%,-10%
Cc1ccc(S(=O)(=O)NC2CCCC2)cc1C,-2%,2%,-0.3%,5%,3%,-10%,9%,-10%[46.1 µM]
Cc1cc(NC(=O)c2ccc3c(c2)OCCO3)cc(-c2nc3ccccc3o2)c1O,-25%,2%,?,·,?,1%,·,·
CC(=O)Oc1ccc2cc(-c3nc4ccccc4n3C)c(=O)oc2c1,-8%,-1%,0.6%,?,-8%,-17%,11%,0%[46.1 µM]
COc1cnc(-c2cccc(C(F)(F)F)c2)[nH]c1=O,1%,2%,-2.0%,1%,8%,-3%,7%,-14%
CCN(CCCNC(=O)COc1cc(=O)n(CC)c2ccccc12)Cc1ccccc1,6%,0%,3.2%,?,2%,11%,12%,-3%[46.1 µM]
NC(=O)CCC(NC(=S)Nc1ccccc1)C(=O)O (stereo not given),-9%,2%,1.1%,8%,-5%,-1%,2%,-37%
O=Cc1ccc2noc(-c3ccc(Cl)cc3)c2c1,-17%,-3%,0.7%,0%,-1%,10%,-7%,-1%[46.1 µM]

# High-throughput results (PubChem)
